Assay outcomes: PubChem BioAssay, Sanford-Burnham Center for Chemical Genomics
TIM10 inh: inhibits growth of TIM10 yeast strain; AID 463195; inhibition, % at 10 µM; actives 1.4% (n = 330,000); S. cerevisiae TIM10 strain growth, BacTiter-Glo luminescence, 24 h;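 active means inhibition of 40% or more at the single tested concentration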;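 further: wild-type TIM10 isogenic control strain grown at permissive 25 °C; 0% = DMSO yeast wells and 100% = minimal medium wells without yeast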
Mdm2 MdmX PPI: inhibitors of human Mdm2/MdmX interaction; O15151+Q00987; SaOS-2 split-luciferase Mdm2/MdmX complementation, luminescence; inhibition, % at 8 µM; actives 3% (n = 330,000);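 active means inhibition of at least 50% at 8 µM in the primary screen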
tim10-1 inh: inhibits growth of tim10-1 mutant yeast. S. cerevisiae tim10-1 ts strain growth, BacTiter-Glo, 24 h. actives 2.2% (n = 330,000). inhibition, % at 20 µM;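 active means inhibition of at least 40%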;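 further: mutant grown at 25 °C; 0% = DMSO wells with yeast and 100% = wells holding no yeast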
APJ antag: antagonists of human APJ apelin receptor; AID 2521; CHO-K1 APJ beta-arrestin complementation, luminescence; P35414; inhibition, % at 20 µM; actives 0.32% (n = 330,000);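 active means inhibition above about 40% at 20 µM, limit read from the data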;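 further: cells challenged with 10 nM apelin-13 agonist together with compound; plate controls were apelin-13 plus DMSO wells for no effect and DMSO wells lacking apelin-13 for full effect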
Target sequence (P35414 whole entry, looked up): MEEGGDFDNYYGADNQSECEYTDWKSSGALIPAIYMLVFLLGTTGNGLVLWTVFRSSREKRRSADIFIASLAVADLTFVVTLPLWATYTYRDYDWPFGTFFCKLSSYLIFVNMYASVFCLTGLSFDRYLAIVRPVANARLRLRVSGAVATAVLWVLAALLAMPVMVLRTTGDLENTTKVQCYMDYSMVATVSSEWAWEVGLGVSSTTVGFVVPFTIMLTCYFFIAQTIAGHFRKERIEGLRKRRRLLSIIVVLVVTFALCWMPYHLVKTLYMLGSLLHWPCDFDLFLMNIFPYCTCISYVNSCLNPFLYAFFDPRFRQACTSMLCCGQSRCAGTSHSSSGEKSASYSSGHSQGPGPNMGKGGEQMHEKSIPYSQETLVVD
UPR XBP1 act: activators of adaptive arm of unfolded protein response (XBP1). CHO-XBP1 luciferase reporter, IRE1-XBP1 UPR activation, luminescence; percent of tunicamycin response, DMSO as zero. activation, % at 20 µM. actives 0.33% (n = 330,000);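 active means versus positive control, 20 µM dose yields 30% or more activation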;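 further: 100% = tunicamycin at 10 µg/mL and 0% = DMSO only wells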
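Material: IRE1-XBP1 luciferase reporter CHO line / Quantity: one thousand reporter cells per well / Buffer or medium: F12 with 10% serum / Compound: 20 µM single concentration, DMSO 1% / Times: 6 h treatment, 37 °C / Detection: Steady-Glo luciferase glow luminescence, 10 min after reagent addition / Benchmarks: tunicamycin high, DMSO low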
CXCR6 block: blocks human CXCR6 beta-arrestin recruitment; O00574; CHO-K1 PathHunter CXCR6 beta-arrestin, luminescence; inhibition, % at 20 µM; actives 0.36% (n = 360,000); AID 602244; in the data active means inhibition above about 34%, passing the limit was not always enough;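 further: antagonist mode with CXCL16 agonist at 10 nM final; 0% = 10 nM CXCL16 with DMSO and 100% = unstimulated wells without agonist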
Target sequence (O00574 whole entry, looked up): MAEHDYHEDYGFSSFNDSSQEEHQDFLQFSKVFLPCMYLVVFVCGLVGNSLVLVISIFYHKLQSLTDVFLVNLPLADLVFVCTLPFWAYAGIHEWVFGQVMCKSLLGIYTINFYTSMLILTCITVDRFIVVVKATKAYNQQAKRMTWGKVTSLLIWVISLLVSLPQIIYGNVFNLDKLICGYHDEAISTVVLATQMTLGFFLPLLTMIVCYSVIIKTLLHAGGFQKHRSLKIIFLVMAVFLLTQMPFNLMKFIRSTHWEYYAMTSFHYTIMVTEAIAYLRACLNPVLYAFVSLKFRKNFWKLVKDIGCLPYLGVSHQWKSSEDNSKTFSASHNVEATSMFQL
APJ ag: APJ receptor agonism. CHO-K1 APJ PathHunter beta-arrestin, luminescence; 0% DMSO wells, 100% apelin. activation, % at 20 µM. actives 0.11% (n = 330,000). AID 2520;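 active means activation more than six SD over the plate average, tested at 20 µM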;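 further: 0% = DMSO alone and 100% = apelin-13 at 10 nM; some results filed as inactive read as strong as hits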
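system = engineered CHO-K1 APJ arrestin reporter cells | input = 1000 cells per well | timing = overnight seeding, 90 min compound at 25 °C, 1 h detection | measured by = enzyme-fragment complementation luminescence | read-out = beta-arrestin recruitment to APJ as agonist activity, luminescent signal | control set = negative DMSO alone, positive Apelin-13 at 10 nM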
tim23-1 inh: growth inhibitors of tim23-1 mutant yeast. AID 463212. inhibition, % at 20 µM. actives 1.3% (n = 330,000). S. cerevisiae tim23-1 growth, BacTiter-Glo luminescence, 24 h;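 active means growth inhibition of the mutant yeast at or above 50%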;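 further: temperature-sensitive mutant grown at 25 °C; plate controls were DMSO-treated mutant yeast for no effect and medium wells lacking yeast for full effect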
CHOP UPR activ: activators of apoptotic arm of unfolded protein response (CHOP) | activation, % at 10 µM | AID 449763 | actives 0.34% (n = 330,000) | CHO-CHOP luciferase reporter, UPR activation, luminescence; percent of tunicamycin response over DMSO baseline;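 active means at 10 µM dose, activation of 40% or more, normalized to positive control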;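 further: 100% = tunicamycin at 10 µg/mL and 0% = DMSO alone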
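Dosing – one dose, 10 µM in 0.5% DMSO · System – CHO-CHOP cells, stable luciferase reporter of PERK-eIF2a-CHOP signalling · Input – 500 cells/well · Control set – tunicamycin 10 µg/mL final as positive, DMSO-only wells as negative · Timing – 6 h compound treatment, 37 °C · Measure – % activation vs tunicamycin · Technique – luminescence read with Steady-Glo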
Active calls of the source: *; · = not tested or not shown. A portion of the library (hit frequency here may not be typical).

Sample of the layout, nine compounds:
Every second line gives: TIM10 inh | Mdm2 MdmX PPI | tim10-1 inh | APJ antag | UPR XBP1 act | CXCR6 block | APJ ag | tim23-1 inh | CHOP UPR activ
[1] CCCCCCN(C(=O)CCCCCN1C(=O)NC(c2cccc([N+](=O)[O-])c2)C(C(=O)OCc2ccccc2)=C1C)C(C(=O)NCCCC)c1ccc(OCC(=O)OC)c(C(=O)OC)c1 (stereo not given)
  7 | 85* | 1 | -35 | -3 | · | -6 | 14 | -1.3
[2] Cc1ccc2c(c1)NCCO2
  -13 | 21 | 8 | 20 | -1 | -3 | -4 | -2 | -0.3
[3] O=C(CN1C(=O)/C(=C/c2ccccc2F)Sc2ccccc21)NCc1cccnc1
  1 | -2 | 33 | 18 | 1 | -9 | 2 | 19 | -0.2
[4] O=C1/C(=C/c2cccnc2)SC(=S)N1c1ccc(F)cc1
  15 | 8 | 16 | -5 | 0 | -30 | 9 | 20 | 4.1
[5] CCN(C(=O)COC(=O)/C=C/c1cccc(Br)c1)C1CCS(=O)(=O)C1 (stereo not given)
  6 | 15 | 12 | -6 | -4 | -2 | -7 | 17 | 0.4
[6] CCN(CC)C(=O)N(CC)Cc1ccccc1
  8 | 4 | 2 | 16 | 3 | -1 | -4 | -7 | -1.2
[7] C=CCC(=O)NC1CCCc2c1cnn2-c1cc(F)cc(F)c1 (stereo not given)
  4 | 14 | 21 | 2 | -4 | 4 | -1 | 12 | -1.7
[8] O=C(NCC(=O)N(c1cccnc1)C(C(=O)NC1CCCC1)c1ccc(F)cc1)c1ccco1 (stereo not given)
  -4 | 14 | -11 | -28 | -2 | · | -3 | -4 | 5.5
[9] Cc1nn2c(-c3ccc(Cl)cc3)nnc2s1
  -3 | 2 | 36 | -6 | -1 | 2 | 4 | 16 | 1.1

The listing, previewed entries included:
Every second line gives: TIM10 inh | Mdm2 MdmX PPI | tim10-1 inh | APJ antag | UPR XBP1 act | CXCR6 block | APJ ag | tim23-1 inh | CHOP UPR activ
[1] CCCCCCN(C(=O)CCCCCN1C(=O)NC(c2cccc([N+](=O)[O-])c2)C(C(=O)OCc2ccccc2)=C1C)C(C(=O)NCCCC)c1ccc(OCC(=O)OC)c(C(=O)OC)c1 (stereo not given)
  7 | 85* | 1 | -35 | -3 | · | -6 | 14 | -1.3
[2] Cc1ccc2c(c1)NCCO2
  -13 | 21 | 8 | 20 | -1 | -3 | -4 | -2 | -0.3
[3] O=C(CN1C(=O)/C(=C/c2ccccc2F)Sc2ccccc21)NCc1cccnc1
  1 | -2 | 33 | 18 | 1 | -9 | 2 | 19 | -0.2
[4] O=C1/C(=C/c2cccnc2)SC(=S)N1c1ccc(F)cc1
  15 | 8 | 16 | -5 | 0 | -30 | 9 | 20 | 4.1
[5] CCN(C(=O)COC(=O)/C=C/c1cccc(Br)c1)C1CCS(=O)(=O)C1 (stereo not given)
  6 | 15 | 12 | -6 | -4 | -2 | -7 | 17 | 0.4
[6] CCN(CC)C(=O)N(CC)Cc1ccccc1
  8 | 4 | 2 | 16 | 3 | -1 | -4 | -7 | -1.2
[7] C=CCC(=O)NC1CCCc2c1cnn2-c1cc(F)cc(F)c1 (stereo not given)
  4 | 14 | 21 | 2 | -4 | 4 | -1 | 12 | -1.7
[8] O=C(NCC(=O)N(c1cccnc1)C(C(=O)NC1CCCC1)c1ccc(F)cc1)c1ccco1 (stereo not given)
  -4 | 14 | -11 | -28 | -2 | · | -3 | -4 | 5.5
[9] Cc1nn2c(-c3ccc(Cl)cc3)nnc2s1
  -3 | 2 | 36 | -6 | -1 | 2 | 4 | 16 | 1.1
[10] Cc1ccccc1NC(=O)CN1C(=O)COc2ccc(S(=O)(=O)N3CCCC3)cc21
  -6 | 19 | -4 | 15 | -9 | -2 | -3 | -8 | -0.4
[11] COc1cc(OC)cc(C(=O)NC(C(=O)NCCN(C)C)C23CC4CC(CC(C4)C2)C3)c1 (stereo not given)
  8 | 4 | 8 | -1 | 1 | 6 | 5 | 21 | 1.4
[12] CN(C)c1nc(N(C)C)nc(N(C#N)CN2C(=O)c3ccccc3C2=O)n1
  -9 | 6 | 5 | 0 | 0 | · | 0 | -21 | 1.0
[13] O=C(Nc1ccccc1N1CCOCC1)C1(c2ccc(Cl)cc2)CCC1
  -5 | -33 | 1 | 5 | -4 | 2 | -4 | 24 | -1.5
[14] NC(=O)c1ccc(NC(=O)CNC(=O)c2sc3ccccc3c2Cl)cc1
  0 | 23 | 13 | 6 | 4 | -4 | -2 | 12 | 1.1
[15] CC(=O)NC(Cc1ccc(F)cc1)C(=O)NC1CCN(C(=O)Nc2cccc(C)c2)CC1 (stereo not given)
  9 | 9 | -8 | 22 | 4 | -13 | -1 | 1 | 2.6
[16] O=C(C1=C[C@H](c2ccc(Br)cc2)C[C@H](OCc2ccc(CO)cc2)O1)N1CCOCC1
  25 | 11 | 22 | 2 | 0 | 6 | 2 | 26 | -1.5
[17] O=C(NNC(=O)C12CC3CC(CC(C3)C1)C2)c1ccco1
  -6 | -27 | -3 | -1 | 3 | -4 | -2 | 3 | -2.3
[18] COc1cccc(NC(=S)NN=C2CCCCCC2)c1
  41* | -87 | 45* | 6 | -1 | 1 | -3 | 35 | 5.0
[19] CCOc1ccc(NS(=O)(=O)c2ccc(C(=O)N(CC)CC(=O)NCc3cccs3)cc2)cc1
  -29 | -3 | -32 | -6 | -3 | 9 | 8 | -102 | -0.4
[20] CCOC(=O)C1=C(COC(=O)C(C)(C)Oc2ccc(Cl)cc2)NC(=O)NC1C (stereo not given)
  2 | 20 | 8 | 19 | -4 | -2 | -2 | 6 | -0.4
[21] COc1cccc(NC(=O)CN(C)C(=O)c2cccc(NS(=O)(=O)c3ccccc3)c2)c1
  2 | -13 | 5 | -10 | -3 | 2 | -2 | 17 | 2.4
[22] COc1ccc(C(=O)N2CCN(C)C(=O)[C@@H]2C)cc1OC1CCN(C(C)=O)CC1
  3 | 36 | -1 | -21 | -1 | 1 | -5 | 13 | 0.7
[23] CCOc1ccc(C(=O)NCC(=O)NCCCSc2ccccc2)cc1OCC
  -7 | 13 | 14 | -3 | 0 | 0 | 1 | 8 | 1.4
[24] CC[C@@H]1CCCCc2ccccc2[C@H](C(=O)C[C@@H](O)CC(C)=O)OC1=O
  5 | 18 | -4 | -8 | 3 | 13 | -3 | 9 | 1.6
[25] COc1ccc(CCNS(=O)(=O)c2cn(C)nc2C)cc1OC
  1 | 20 | -8 | -10 | -2 | 9 | 1 | -13 | 0.5
[26] CCN(CC)c1ccc(/C=C(\C#N)C(N)=S)cc1
  -6 | 1 | -1 | -33 | 3 | 35 | 2 | 23 | 2.9
[27] O=C(Cc1cc2ccccc2o1)NCc1ccc(F)cc1
  10 | 12 | 4 | 1 | -2 | -8 | -1 | 2 | 1.6
[28] CN1C(=O)C2(OCCCO2)c2cc(Cl)ccc21
  -5 | 2 | -15 | 12 | -4 | -5 | -1 | 0 | 2.1
[29] O=c1[nH]c2c(c(=O)[nH]1)CCC2
  -5 | -9 | 10 | 17 | -3 | 2 | -6 | -4 | 0.4
[30] Cc1cccc(NC(=O)c2n[nH]c([N+](=O)[O-])c2Br)c1C
  2 | -71 | 8 | 12 | 0 | 3 | -3 | -10 | 0.9
[31] Cc1noc(C)c1CSc1ccccc1C(=O)N1CCN(c2ccccc2)CC1
  19 | -8 | 26 | -13 | 1 | 5 | -1 | 16 | 0.6
[32] CC(=O)c1ccc(S(=O)(=O)Nc2cccc(S(=O)(=O)NC3=NCCC3)c2)cc1
  -12 | 4 | 9 | -3 | -2 | -3 | 1 | 8 | 4.4
[33] COC(=O)c1ccc(Cn2nc(-c3cc(C)ccc3C)ccc2=O)cc1
  14 | 17 | 19 | -3 | -4 | 2 | 2 | 10 | 0.4
[34] COCCNC(=O)c1sc2ncn(CC(=O)Nc3ccc(C)c(Cl)c3)c(=O)c2c1C
  -17 | 18 | 6 | 1 | -2 | 2 | 0 | 9 | -0.9
[35] CSCCC(C(=O)OCC(=O)c1ccc(C)c(C)c1)N1C(=O)c2cc(Cl)c(Cl)cc2C1=O (stereo not given)
  11 | -2 | 20 | 12 | 5 | 9 | -5 | 13 | -0.4
[36] CC(C)(C)OC(=O)N1CCC(c2cc(=O)n3[nH]cc(C(=O)NC4CCCC4)c3n2)CC1
  -4 | 15 | 8 | 11 | -2 | 0 | -4 | 11 | 1.0
[37] COc1ccc(-c2noc(CN3CCCCC3c3nccn3C)n2)cc1 (stereo not given)
  1 | -20 | -1 | -12 | 3 | 1 | -3 | 21 | 0.1
[38] O=C(CC1CC2CCC1C2)NCCc1ccc(Cl)cc1 (stereo not given)
  -4 | 6 | -9 | 18 | -4 | -10 | 0 | 15 | 1.0
[39] O=C(O)c1ccc(Nc2ccc3nonc3c2[N+](=O)[O-])cc1
  -5 | 25 | 7 | -13 | -2 | -4 | 5 | 5 | 2.0
[40] CC1CN(C(=O)/C=C/c2ccc([N+](=O)[O-])s2)CC(C)O1 (stereo not given)
  10 | -2 | 8 | -57 | -3 | -14 | 3 | 35 | -0.2
[41] COc1cc(C(=O)OCCN2CCOCC2)ccc1O
  -3 | 5 | 11 | 26 | -1 | -4 | -5 | -4 | -1.0
[42] COc1ccc(-c2nc(CS(=O)CC(=O)NCCCN3CCCC(C)C3)c(C)o2)cc1OC (stereo not given)
  11 | 14 | 7 | -2 | -4 | 5 | 0 | -9 | -1.8
[43] COc1ccccc1CNC(=O)C1CCCCN1S(=O)(=O)c1ccccc1 (stereo not given)
  19 | 12 | -7 | 1 | 3 | 2 | -2 | 19 | 2.2
[44] CCCCN(C(=O)c1ccc(N2CCCC2=O)cc1)c1c(N)n(CCC)c(=O)[nH]c1=O
  6 | 2 | 13 | 3 | -1 | -2 | -2 | 9 | 1.6
[45] Cc1onc(-c2ccccc2Cl)c1C(=O)N1CCN(c2ccc(F)cc2)CC1
  -3 | 3 | 15 | 16 | 0 | -2 | -3 | 19 | 2.1
[46] CC(=O)N1CCN(c2ccccc2NC(=S)NC(=O)c2cc3ccccc3o2)CC1
  3 | 17 | 31 | 11 | 1 | 23 | -5 | 14 | 8.4
[47] Cc1ccc(S(=O)(=O)N2CCC(C(=O)N[C@@H](C)C(=O)NCC3CCCO3)CC2)cc1 (stereo not given in full)
  1 | 2 | 0 | -8 | 0 | 8 | 3 | 9 | 2.6
[48] C=CCOC(=O)c1[nH]c2c(c1C)C(=O)CC(c1ccco1)C2 (stereo not given)
  7 | 63* | 31 | 7 | 12 | · | -5 | 20 | -2.2
